CaV13 ICDI inh: Primary screen for inhibitors of IQ motif and Ca2+-dependent inactivation inhibitor domain binding in CACNA1D, Förster resonance energy transfer in living cells, …; 340,000 compounds, 0.098% hits; inhibition, % at 12.3 µM; AID 743397; HEK cells, CFP/YFP FRET ICDI-IQ, plate reader, 10 min; percent FRET-ratio fall versus neutral wells;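 active = mean replicate inhibition of at least 30% and at least 1% of replicates passing that level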;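 note: 0% = median of the neutral control wells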
MC4R antag cAMP: blocks human MC4R cAMP signaling; P32245; inhibition, % at 6.5 µM; 360,000 compounds, 0.48% hits; MC4R-expressing cells, MTII-stimulated cAMP, LANCE TR-FRET;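 active = inhibition above its plate's cutoff, the mean of tested wells on that plate plus 3 SD, cut at about 29% in these data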;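 note: 0% = Melanotan II alone and 100% = Melanotan II plus saturating MCL0020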
Target sequence (P32245 whole entry, looked up): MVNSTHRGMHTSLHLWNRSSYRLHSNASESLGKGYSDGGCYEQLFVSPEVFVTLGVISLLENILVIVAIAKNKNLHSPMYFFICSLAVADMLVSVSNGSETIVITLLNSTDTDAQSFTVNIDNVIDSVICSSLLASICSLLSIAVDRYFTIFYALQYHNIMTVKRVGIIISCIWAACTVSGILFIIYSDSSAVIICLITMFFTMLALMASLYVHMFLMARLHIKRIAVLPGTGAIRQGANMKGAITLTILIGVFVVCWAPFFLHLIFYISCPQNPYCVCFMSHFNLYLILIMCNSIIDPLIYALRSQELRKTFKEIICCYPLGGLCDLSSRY
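Material – human MC4R-expressing U2OS cells · Repeats – no replicates · Detection – TR-FRET with Eu-cAMP and labeled anti-cAMP, 671 nm · Times – compound 30 min, challenge 1 h, detection 1 h · Compound – single nominal compound dose of 6.5 µM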
MC4R barr agon: activates human MC4R beta-arrestin recruitment. U2OS MC4R beta-arrestin complementation, luminescence; percent of melanotan II response, DMSO zero. activation, % at 8.9 µM. 360,000 compounds, 0.98% hits;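 active = activation above a per-plate cutoff, the mean activation of sample wells on that plate plus 3 SD, cut at about 8% in these data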
PDI turbidity: blocks human protein disulfide isomerase activity; AID 588391; 350,000 compounds, 0.052% hits; inhibition, % at 10 µM; PDI insulin aggregation turbidity, A650, 90 min; P07237;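 active = mean inhibition across replicates of 30% or more, whatever share of single replicates reach that level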;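 note: absorbance from insulin aggregation driven by PDI reduction with DTT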
N-glyco inh: N-linked glycosylation inhibition. D54 ERlucT glycosylation luciferase reporter, 24 h; percent of 100 nM tunicamycin response. reporter increase, % at 12.5 µM. 360,000 compounds, 0.23% hits;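 active = mean luciferase reporter signal, scaled so untreated is 0 and the glycosylation-blocking control 100, at or above a set limit in every replicate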;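 note: luciferase carries N-glycosylation sites so blocking glycosylation raises the light; 0% = median of neutral control wells and 100% = median of 100 nM tunicamycin wells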
aDG glyco up: increases alpha dystroglycan glycosylation; 360,000 compounds, 0.22% hits; Pro5-aDG cells, alpha-DG glycosylation AlphaScreen (IIH6); 0% Pro5, 100% B10-LARGE cell signal; activation, % at 10 µM;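 active = activation of at least 8% versus controls, or a plate z-score of at least 8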;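 note: Pro5 are CHO cells carrying HIG-tagged alpha-DG that lacks glycosylation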
Vif imaging: HIV Vif inhibition | inhibition, % at 7.49 µM | 340,000 compounds, 0.35% hits | HEK293T cells, Vif self-association by quenched fluorescence, imaging, 24 h | AID 602346; in the data active = inhibition above about 50%, passing the limit was not always enough; note: some results filed as inactive read as strong as hits
HTR2A ag: activates the mouse 5-HT2A serotonin receptor; activation, % at 7.6 µM; 360,000 compounds, 0.66% hits; CHO-K1 mHTR2A beta-arrestin complementation, luminescence; percent of 30 µM serotonin response; P35363;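 active = activation above a run cutoff, the mean activation of all tested compounds plus 3 SD, cut at about 14% in these data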;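 note: 0% = plate median of compound wells and 100% = 30 µM serotonin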
Target sequence (P35363 whole entry, looked up): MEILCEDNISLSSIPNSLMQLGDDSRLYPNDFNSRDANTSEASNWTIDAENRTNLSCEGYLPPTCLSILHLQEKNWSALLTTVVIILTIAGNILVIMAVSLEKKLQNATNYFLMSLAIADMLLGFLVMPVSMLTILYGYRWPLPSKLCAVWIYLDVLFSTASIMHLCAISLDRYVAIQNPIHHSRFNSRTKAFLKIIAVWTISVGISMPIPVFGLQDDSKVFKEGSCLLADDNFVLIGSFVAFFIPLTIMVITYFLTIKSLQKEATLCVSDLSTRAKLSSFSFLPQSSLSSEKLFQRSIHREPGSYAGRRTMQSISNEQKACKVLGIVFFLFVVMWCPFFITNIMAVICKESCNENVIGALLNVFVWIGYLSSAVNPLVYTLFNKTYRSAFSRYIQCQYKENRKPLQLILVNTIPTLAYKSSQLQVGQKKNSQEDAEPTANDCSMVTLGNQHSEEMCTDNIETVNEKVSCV
ABCB6 inh 2: human ABCB6 transporter inhibition; Q9NP58; K562-ABCB6 porphyrin accumulation, flow cytometry, 1 h; active compounds read low; fluorescence ratio to DMSO, % at 10 µM; 360,000 compounds, 0.19% hits; AID 602162;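 active = fluorescence ratio to DMSO below 75%, the collection mean minus 3 SD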;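 note: signal is porphyrin accumulated inside mitochondria; 100% equals median channel fluorescence of DMSO control wells; lower ratio means ABCB6 inhibition with less porphyrin fluorescence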
H9c2 protect: myocardial damage modulation in H9c2 cells; H9c2 cardiomyocytes, H2O2 injury protection, ATPLite, 2 h; protection from H2O2 cell death, % at 20 µM; 360,000 compounds, 0.63% hits; AID 588492;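 active = compounds giving at least 50% protection of heart cells from peroxide-induced death in the single-dose screen, raw or plate-pattern-corrected value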;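 note: 0% = DMSO wells with peroxide and 100% = DMSO wells without peroxide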
* hit, by the source's call; x = no result given. Outcome played no part in choosing rows; overall some 3.6% were active at least once.

SMILES	CaV13 ICDI inh	MC4R antag cAMP	MC4R barr agon	PDI turbidity	N-glyco inh	aDG glyco up	Vif imaging	HTR2A ag	ABCB6 inh 2	H9c2 protect
O=C(CCSCCC(=O)NCc1ccccc1)NCc1ccccc1	-6	11	0.8	2	0	0.7	3	-5	101	3
O=C(NC1CCCC1)C(c1cccnc1)N(Cc1ccccc1)C(=O)c1csnn1 (stereo not drawn)	-4	20	-0.2	-1	4	0.2	3	3	98	3
O=C(Cn1ncc2c3ccccc3n(Cc3ccccc3F)c2c1=O)NC1CC1	-6	-2	-3.0	-7	-1	0.1	-3	-5	95	2
CCOc1ccccc1Oc1c(C)oc2cc(OC(=O)c3ccco3)ccc2c1=O	-5	-8	-0.6	3	4	-0.2	5	-4	102	-4
CN(C(=O)c1cccc(NC(=O)Cc2ccccc2)c1)c1ccccc1	3	22	-1.5	-4	0	0.1	1	0	100	2
O=C(Nc1cccc(Cl)c1)Nc1ccc(Br)cc1F	-5	0	-0.1	-5	-8	1.3	-12	-4	98	-28
O=C(COc1ccc(Br)cc1)N(Cc1ccco1)C1CCS(=O)(=O)C1 (stereo not drawn)	-4	14	-3.5	0	-2	-0.2	-12	-1	95	1
Cc1nn(C(=O)c2cc3sccc3[nH]2)c(C)c1C	-7	0	-0.1	-2	-1	0.1	-3	-3	103	-12
CCCc1cc(=O)[nH]c(SCC(=O)Nc2nonc2C)n1	-5	3	-2.0	0	-2	0.0	12	12	103	0
COc1ccccc1CC(=O)Nc1cc(Cl)ccc1O	-5	13	2.5	-4	-1	0.1	0	-1	92	-7
CN1CCN(C(=O)CCN2C(=O)/C(=C\c3ccc(Cl)cc3)SC2=S)CC1	x	-1	-2.4	5	6	0.6	-4	1	99	0
Cc1ccc2[nH]c(=O)c(-c3noc(C(C)C)n3)cc2c1	-5	2	1.3	5	-1	-0.2	3	3	95	9
Cc1cc(OCC(=O)OCC(=O)N(Cc2ccccc2)C(C)(C)C)ccc1Cl	-5	4	-2.0	1	1	-0.1	-4	1	96	-3
C=CCSc1nc2sc3c(c2c(=O)n1-c1ccccc1)CCN(C)C3	-6	1	0.4	1	-2	-0.1	6	8	157	3
COc1cccc(C(=O)C2CCCN(Cc3cn(CC(N)=O)c4ccccc34)C2)c1 (stereo not drawn)	-6	-7	3.3	-1	-2	0.0	-12	-3	101	0
Cc1cc(C)c(C(=O)COC(=O)c2c(C)noc2C)cc1C	-2	-1	-0.3	-10	1	0.0	-1	0	97	0
O=[N+]([O-])c1ccc(SCCO)nc1SCCO	-1	0	-3.2	3	-2	0.0	-3	1	102	10
Cc1ccc(OCCn2c(=S)[nH]c3ccccc32)c(C(C)C)c1	-3	-2	5.8	-2	-1	0.6	0	4	99	-15
CC(=O)[C@H]1CC[C@H]2[C@@H]3C=CC4=CC(=O)CC[C@@]4(C)[C@@H]3CC[C@]12C	-5	-8	0.3	-12	-5	0.0	-13	2	95	2
CCOc1ccc(N2C(=O)CC(NCCc3ccc(S(N)(=O)=O)cc3)C2=O)cc1 (stereo not drawn)	x	16	-1.6	-4	-1	-0.1	6	2	103	13
C=CCN(CC=C)C(=O)c1cc(Cl)ccc1[N+](=O)[O-]	-4	13	-0.8	-2	3	-0.1	5	2	100	4
Cc1cc(C)cc(NC(=O)N2CCCN(c3c(Cl)cncc3Cl)CC2)c1	-4	1	-0.5	-4	-5	0.2	-7	2	94	8
O=C1c2ccccc2C(=O)N1OCc1ccccc1[N+](=O)[O-]	-5	13	-1.2	-5	0	-0.3	0	0	93	18
COc1ccc2cc(C(=O)C3CCCN(Cc4cccc(C)n4)C3)ccc2c1 (stereo not drawn)	-2	2	-1.3	-9	-3	0.3	-6	-8	96	3
COc1ccc(-c2nnn(CC(=O)N(CC(=O)NC3CCCC3)c3cccc(C)c3)n2)cc1OC	-4	8	-2.8	-1	-2	0.1	-15	0	97	1

Random excerpt: 4 entries already listed, in no set order.
SMILES	CaV13 ICDI inh	MC4R antag cAMP	MC4R barr agon	PDI turbidity	N-glyco inh	aDG glyco up	Vif imaging	HTR2A ag	ABCB6 inh 2	H9c2 protect
O=C(CCSCCC(=O)NCc1ccccc1)NCc1ccccc1	-6	11	0.8	2	0	0.7	3	-5	101	3
C=CCN(CC=C)C(=O)c1cc(Cl)ccc1[N+](=O)[O-]	-4	13	-0.8	-2	3	-0.1	5	2	100	4
O=C(Nc1cccc(Cl)c1)Nc1ccc(Br)cc1F	-5	0	-0.1	-5	-8	1.3	-12	-4	98	-28
O=C(NC1CCCC1)C(c1cccnc1)N(Cc1ccccc1)C(=O)c1csnn1 (stereo not drawn)	-4	20	-0.2	-1	4	0.2	3	3	98	3

A run of entries taken from the entries so far:
SMILES	CaV13 ICDI inh	MC4R antag cAMP	MC4R barr agon	PDI turbidity	N-glyco inh	aDG glyco up	Vif imaging	HTR2A ag	ABCB6 inh 2	H9c2 protect
Cc1cc(C)cc(NC(=O)N2CCCN(c3c(Cl)cncc3Cl)CC2)c1	-4	1	-0.5	-4	-5	0.2	-7	2	94	8
O=C1c2ccccc2C(=O)N1OCc1ccccc1[N+](=O)[O-]	-5	13	-1.2	-5	0	-0.3	0	0	93	18

The main list resumes, starting 5 compounds before the break.
SMILES	CaV13 ICDI inh	MC4R antag cAMP	MC4R barr agon	PDI turbidity	N-glyco inh	aDG glyco up	Vif imaging	HTR2A ag	ABCB6 inh 2	H9c2 protect
C=CCN(CC=C)C(=O)c1cc(Cl)ccc1[N+](=O)[O-]	-4	13	-0.8	-2	3	-0.1	5	2	100	4
Cc1cc(C)cc(NC(=O)N2CCCN(c3c(Cl)cncc3Cl)CC2)c1	-4	1	-0.5	-4	-5	0.2	-7	2	94	8
O=C1c2ccccc2C(=O)N1OCc1ccccc1[N+](=O)[O-]	-5	13	-1.2	-5	0	-0.3	0	0	93	18
COc1ccc2cc(C(=O)C3CCCN(Cc4cccc(C)n4)C3)ccc2c1 (stereo not drawn)	-2	2	-1.3	-9	-3	0.3	-6	-8	96	3
COc1ccc(-c2nnn(CC(=O)N(CC(=O)NC3CCCC3)c3cccc(C)c3)n2)cc1OC	-4	8	-2.8	-1	-2	0.1	-15	0	97	1
O=C(/C=C/c1ccc(Cl)cc1)N1CCN(c2c(Cl)cccc2[N+](=O)[O-])CC1	-2	1	-5.1	13	-3	0.2	-9	-5	88	-6
COc1ccc(/C=C/C(=O)NNc2cc(=O)n(C)c(=O)n2C)cc1OC	-5	-7	0.1	3	2	0.0	-4	-1	90	3
Cc1ccc(-c2cc(Cc3ccc(F)cc3)c(=O)[nH]n2)cc1	-20	5	4.2	21	-2	-0.1	-13	3	96	-9
Cc1cccc2sc(NC(=O)Cn3c(C)csc3=O)nc12	-6	-4	-3.3	-7	2	0.0	-2	-8	122	0
CC(=O)c1ccc(-n2cc(-c3ccc(C(C)(C)C)cc3)[n+]3c2SCCC3)cc1	-5	15	0.9	-5	6	-0.2	-10	1	95	-23
CC(NS(=O)(=O)c1ccc2c(c1)C(=O)c1cc(S(=O)(=O)NC(C)C(=O)O)ccc1-2)C(=O)O (stereo not drawn)	-20	-3	-2.8	-3	0	0.0	-2	0	101	-3
CCN(CC)CCN(C(=O)c1cc2ccccc2cc1OC)c1nc2ccc(OC)cc2s1	-2	1	-1.0	0	-3	0.0	-3	-10	93	4
Cc1sc2nc(-c3ccccc3F)oc(=O)c2c1C	-6	2	2.6	2	4	-0.1	7	7	76	-4
COc1cc(OC)c2ccc(=O)oc2c1C(CC(=O)N1CCOCC1)c1ccc2c(c1)OCO2 (stereo not drawn)	-6	9	-0.4	1	1	-0.3	x	4	89	12
CCCCNC(=O)C(C)N(CCN(C)C)C(=O)CCCN1C(=O)NC(c2ccc([N+](=O)[O-])cc2)C(C(=O)OCc2ccccc2)=C1C (stereo not drawn)	x	9	-0.7	2	1	-0.2	0	6	102	-18
COc1ccc(C=CC(=O)C=CC=Cc2ccccc2)cc1	-6	-4	-1.9	17	5	-0.6	4	4	97	1
COc1ccc(Nc2nnc(C)c3ccccc23)cc1C(N)=O	0	-7	-1.4	13	2	-0.3	35	0	93	11
CCc1ccc2c(c1)/C(=N/N(C)C(=S)NC)C(=O)N2	-4	6	-2.1	10	4	0.0	0	8	92	1
CCc1nc2ccccc2n1Cc1ccc(F)cc1	7	-1	0.1	7	1	0.1	-2	-7	101	-5
O=C(c1cc2nc(-c3ccco3)cc(C(F)(F)F)n2n1)N1CCN(c2ccc(F)cc2)CC1	-10	13	2.1	2	-3	-0.2	0	-2	99	16
COc1ccc(C2C(C(=O)Nc3ccc(OC)c(OC)c3)c3ccccc3C(=O)N2C)cc1 (stereo not drawn)	-7	-1	-2.3	7	1	-0.1	-1	4	97	-1
O=C(Cc1ccccc1)NCC(=O)N/N=C/c1ccc(Cl)cc1	-4	1	-1.9	-21	-1	0.0	4	3	90	12
CC(NC(=O)C12CC3CC(CC(C3)C1)C2)c1ccc2c(c1)OCCO2 (stereo not drawn)	-7	7	0.6	1	-5	-0.1	-12	7	94	-10
CCCc1nnc(NC(=O)CCC(=O)N2CCN(Cc3ccc(C)cc3C)CC2)s1	-17	-1	-1.5	3	-2	0.7	-9	3	100	8
CCCN1CCN(CCCNC(=O)Cn2nc(-c3ccc(Cl)cc3)ccc2=O)CC1	-7	11	-0.5	1	-3	0.0	-11	1	101	29
COc1ccccc1NC(=O)c1ccc(NC(=O)CN2C(=O)CN(C)C2=O)cc1	1	-5	-2.2	4	2	-0.1	8	3	80	-4
OC[C@H]1O[C@@](CO)(O[C@H]2O[C@H](CO)[C@@H](O)[C@H](O)[C@H]2O)[C@@H](O[C@H]2O[C@H](CO)[C@@H](O)[C@H](O)[C@H]2O)[C@@H]1O	-4	0	0.7	1	0	-0.1	-7	3	100	-5
Cc1ccnc(NC(c2ccsc2)c2ccc3ccc(C)nc3c2O)c1 (stereo not drawn)	-7	3	-3.7	2	-2	-0.1	17	-4	102	54*
COC(=O)c1ccc(NC(=O)c2cn(-c3cccc(C)n3)cn2)cc1	0	5	-1.2	5	1	-0.3	2	-3	105	9
CCc1ccc(OCC(=O)NCC(c2ccc(Cl)cc2)N2CCCCC2)cc1 (stereo not drawn)	-15	3	-1.4	10	-14	0.2	58*	-6	104	3
CC(=O)N1N=C(c2ccc(Cl)cc2)CC1c1ccc([N+](=O)[O-])cc1 (stereo not drawn)	-5	1	0.9	-4	1	0.2	-1	5	118	-7
COC(=O)c1ccc(CSCC(=O)Nc2ccccc2)cc1	-6	26	-2.0	-2	2	1.6	1	-5	99	-1
